APJ agonist: agonists of human apelin receptor APJ, primary screen, CHO-K1 cells, PathHunter beta-arrestin, luminescence. P35414. 0% DMSO wells, 100% apelin. activation, % at 20 µM. 330,000 compounds, 0.11% hits;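 active means activation more than six SD over the plate average, tested at 20 µM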;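 further: 0% = DMSO alone and 100% = apelin-13 at 10 nM; some results filed as inactive read as strong as hits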
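system = engineered CHO-K1 APJ arrestin reporter cells | input = 1000 cells per well | timing = overnight seeding, 90 min compound at 25 °C, 1 h detection | measured by = enzyme-fragment complementation luminescence | read-out = beta-arrestin recruitment to APJ as agonist activity, luminescent signal | control set = negative DMSO alone, positive Apelin-13 at 10 nM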
APJ antag: antagonists of human apelin receptor APJ, primary screen, CHO-K1 cells, beta-arrestin complementation, luminescence. AID 2521, 2010. 330,000 compounds, 0.32% hits. inhibition, % at 20 µM;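 active means inhibition above about 40% at 20 µM, limit read from the data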;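 further: cells challenged with 10 nM apelin-13 agonist together with compound; plate controls were apelin-13 plus DMSO wells for no effect and DMSO wells lacking apelin-13 for full effect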
UPR XBP1 act: activators of adaptive XBP1 UPR arm, primary screen, cell-based, CHO-XBP1 luciferase reporter, luminescence, uHTS; 330,000 compounds, 0.33% hits; activation, % at 20 µM; IRE1-XBP1 UPR activation; percent of tunicamycin response, DMSO as zero; AID 463104, 2010;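 active means versus positive control, 20 µM dose yields 30% or more activation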;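 further: 100% = tunicamycin at 10 µg/mL and 0% = DMSO only wells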
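Material: IRE1-XBP1 luciferase reporter CHO line / Quantity: one thousand reporter cells per well / Buffer or medium: F12 with 10% serum / Compound: 20 µM single concentration, DMSO 1% / Times: 6 h treatment, 37 °C / Detection: Steady-Glo luciferase glow luminescence, 10 min after reagent addition / Benchmarks: tunicamycin high, DMSO low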
Mdm2-MdmX inh: inhibitors of human Mdm2-MdmX association, primary screen, cell-based, luminescence, split luciferase, SaOS-2, uHTS; Protein Mdm4 (Homo sapiens) + E3 ubiquitin-protein ligase Mdm2 (Homo sapiens), …; SaOS-2 split-luciferase Mdm2/MdmX complementation; inhibition, % at 8 µM; 330,000 compounds, 3% hits;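 active means inhibition of at least 50% at 8 µM in the primary screen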
Target sequence (O15151 whole entry, looked up): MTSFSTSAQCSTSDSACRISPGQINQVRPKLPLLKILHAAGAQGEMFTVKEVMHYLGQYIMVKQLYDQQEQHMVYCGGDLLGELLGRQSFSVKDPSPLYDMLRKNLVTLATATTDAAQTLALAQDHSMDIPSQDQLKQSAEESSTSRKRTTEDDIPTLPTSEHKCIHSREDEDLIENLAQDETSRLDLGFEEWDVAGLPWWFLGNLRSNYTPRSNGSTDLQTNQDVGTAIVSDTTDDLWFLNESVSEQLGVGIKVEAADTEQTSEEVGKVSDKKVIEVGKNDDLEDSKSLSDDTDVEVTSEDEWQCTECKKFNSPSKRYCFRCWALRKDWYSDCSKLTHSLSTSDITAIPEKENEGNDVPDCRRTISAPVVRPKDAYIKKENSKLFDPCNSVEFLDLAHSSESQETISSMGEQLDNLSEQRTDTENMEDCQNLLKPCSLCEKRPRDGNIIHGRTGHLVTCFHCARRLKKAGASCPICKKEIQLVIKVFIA
Target sequence (Q00987 whole entry, looked up): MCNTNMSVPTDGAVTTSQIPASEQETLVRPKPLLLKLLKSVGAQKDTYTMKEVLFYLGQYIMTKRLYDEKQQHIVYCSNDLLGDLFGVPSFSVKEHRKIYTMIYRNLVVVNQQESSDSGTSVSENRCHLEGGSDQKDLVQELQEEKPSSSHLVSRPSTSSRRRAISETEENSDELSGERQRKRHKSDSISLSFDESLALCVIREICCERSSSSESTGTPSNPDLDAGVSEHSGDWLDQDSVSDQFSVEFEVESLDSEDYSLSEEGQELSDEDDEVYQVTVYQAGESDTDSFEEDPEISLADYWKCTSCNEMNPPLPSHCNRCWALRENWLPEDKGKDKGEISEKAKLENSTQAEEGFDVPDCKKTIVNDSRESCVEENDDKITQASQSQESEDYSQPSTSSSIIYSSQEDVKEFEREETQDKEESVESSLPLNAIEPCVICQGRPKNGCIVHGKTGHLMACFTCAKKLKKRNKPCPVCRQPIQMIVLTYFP
CXCR6 block: CXCR6 receptor inhibitors, primary screen, cell-based, beta-arrestin, luminescence, CHO-K1 PathHunter, 1536-well; C-X-C chemokine receptor type 6 (Homo sapiens), O00574; inhibition, % at 20 µM; 360,000 compounds, 0.36% hits; AID 602244, 2012; in the data active means inhibition above about 34%, passing the limit was not always enough;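 further: antagonist mode with CXCL16 agonist at 10 nM final; 0% = 10 nM CXCL16 with DMSO and 100% = unstimulated wells without agonist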
tim23-1 inh: growth inhibitors of tim23-1 mutant yeast, primary screen, luminescence, uHTS. S. cerevisiae tim23-1 growth, BacTiter-Glo luminescence, 24 h. inhibition, % at 20 µM. 330,000 compounds, 1.3% hits. AID 463212, 2010;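 active means growth inhibition of the mutant yeast at or above 50%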;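 further: temperature-sensitive mutant grown at 25 °C; plate controls were DMSO-treated mutant yeast for no effect and medium wells lacking yeast for full effect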
CCR6 antag: CCR6 receptor antagonists, primary screen, cell-based, CHO-K1, luminescence, beta-arrestin, uHTS. 340,000 compounds, 0.49% hits. C-C chemokine receptor type 6 (Homo sapiens), P51684. CHO-K1 CCR6 PathHunter beta-arrestin, CCL20-stimulated. inhibition, % at 20 µM;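 active means compounds whose inhibition of the agonist-driven luminescence signal at 20 µM reaches about 50%, limit read from the data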;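 further: cells stimulated with CCL20 at 14 nM final; plate controls were DMSO with CCL20 for no effect and DMSO without agonist for full effect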
CHOP UPR activ: activators of apoptotic CHOP UPR arm, primary screen, cell-based, CHO-CHOP luciferase reporter, luminescence, uHTS | UPR activation; percent of tunicamycin response over DMSO baseline | activation, % at 10 µM | 330,000 compounds, 0.34% hits;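 active means at 10 µM dose, activation of 40% or more, normalized to positive control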;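 further: 100% = tunicamycin at 10 µg/mL and 0% = DMSO alone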
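System: CHO CHOP reporter cells. Amount: 500 cells per well. Buffer or medium: F12 medium, 10% FBS. Compound dosing: one dose, 10 µM in 0.5% DMSO. Incubation: 6 h compound exposure at 37 °C after overnight seeding. Technique: Steady-Glo luciferase luminescence. Benchmarks: tunicamycin and DMSO controls.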
EBI2 block: EBI2 receptor antagonists, beta-arrestin recruitment, primary screen, cell-based, luminescence, 7a,25-OHC stimulation, uHTS; G-protein coupled receptor 183 (Homo sapiens), P32249; 7a,25-OHC stimulated; inhibition, % at 5 µM; 360,000 compounds, 0.81% hits; AID 651636, 2012; in the data active means inhibition above about 38%;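 further: enzyme fragment complementation signal reports receptor beta-arrestin coupling in cells; 0% = agonist plus DMSO wells and 100% = wells without agonist; some results beyond the cut were filed as inactive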
* marks the source's active call; other numbers are inactive results; / = not tested or not shown. This is a subset; rates above refer to the full screens.

cpd	Compound	APJ antag	APJ agonist	Mdm2-MdmX inh	CCR6 antag	CXCR6 block
1	CCC(O)c1cc2c(cc1NC(=O)c1ccc(C)cc1)OCCO2 (stereo unspecified)	-13	-1	19	1	-8
2	CSc1nc(C)cc(OCC(=O)n2nc(C)cc2C)n1	-1	-4	-9	-27	-5
3	Cc1sc(CO)c(Sc2ccccc2)c1C(=O)O	11	1	10	/	/
4	O=C(O)CCCC(=O)Nc1cccc([N+](=O)[O-])c1	2	-3	-15	-9	0
5	CC(=O)Nc1ccc(S(=O)(=O)NCc2csc(C)n2)cc1	1	-4	23	4	1
6	O=C(Nc1ccc(Cn2nnc3ccccc32)cc1)c1ccco1	-3	0	28	6	-4
7	Cc1cc(C(=O)CCC(=O)NC(C)c2ccc(S(N)(=O)=O)cc2)c(C)s1 (stereo unspecified)	4	6	25	7	3
8	N#Cc1ccc(C(=O)Nc2nnc(-c3cccs3)o2)cc1	16	-5	40	6	-2
9	CCOC(=O)NC(CC(=O)O)c1ccc(OCC)cc1 (stereo unspecified)	0	-4	13	-6	4
10	Cc1cc(C(=O)NCC23CC4CC(CC(C4)C2)C3)c(C)o1	7	-3	10	/	/

cpd	EBI2 block	CHOP UPR activ	tim23-1 inh	UPR XBP1 act
1	3	2.5	32	2
2	-7	-1.7	1	0
3	/	-0.1	20	-2
4	3	-2.3	7	-3
5	-10	0.6	6	1
6	-9	0.6	4	2
7	-13	-2.4	-8	-1
8	-8	8.0	6	0
9	-2	0.2	-1	0
10	/	-0.9	45	-1

(more compounds)
cpd	Compound	APJ antag	APJ agonist	Mdm2-MdmX inh	CCR6 antag	CXCR6 block
11	Cc1ccc(C(=O)NC(C)c2ccc(-n3ccnc3)cc2)c(C)c1 (stereo unspecified)	10	-3	9	-4	0
12	O=C(CCSc1nnc(-c2ccncc2)o1)Nc1cccc2ccccc12	-19	-1	20	20	0
13	COc1ccc(CCNC(=O)CNC(=O)c2ccc3c(c2)OCO3)cc1OC	-7	0	6	11	0
14	CC[C@@]1(C(=O)OC)N[C@H](CN(C)S(=O)(=O)c2ccccc2)[C@@H]2C(=O)N(C)C(=O)[C@@H]21	3	-4	13	7	-3
15	O=C(c1cc(S(=O)(=O)N2CCOCC2)ccc1Cl)N1CCc2ccccc2C1	14	-1	6	14	8
16	CCC(=O)n1nc(-c2cccnc2)nc1NCc1ccc(OC)cc1	7	-1	14	-2	-14
17	O=C(/C=C/Nc1ccc(F)cc1F)c1cccs1	3	-2	-207	16	-6
18	O=c1c(Cc2ccc(Cl)cc2Cl)c(O)ccn1CC(F)(F)F	-1	-4	20	-1	0
19	NS(=O)(=O)c1cccc(NC(=O)COC(=O)Cc2ccc(S(=O)(=O)N3CCCCC3)s2)c1	-10	-2	22	-3	12
20	CCCOc1ccc(-c2cnc(N)s2)cc1	22	-4	-35	-1	-2

cpd	EBI2 block	CHOP UPR activ	tim23-1 inh	UPR XBP1 act
11	-3	3.2	-12	-3
12	5	-1.1	21	1
13	4	0.5	3	2
14	-6	1.4	9	-1
15	15	-0.3	17	-6
16	1	-0.3	4	-1
17	-2	-5.0	14	-9
18	-11	-2.4	12	-3
19	2	-1.8	12	-2
20	-12	3.5	11	15

The results go on:
cpd	Compound	APJ antag	APJ agonist	Mdm2-MdmX inh	CCR6 antag	CXCR6 block
21	O=C(c1cccc(OCc2ccccc2)c1)N1CCOCC1	4	-1	19	2	-3
22	CCCc1c(C(=O)N/N=C/c2ccco2)nnn1-c1nonc1N	-10	-2	18	-4	-9
23	Clc1ccc(-c2nc3ccccc3nc2-c2ccccc2)cc1	3	1	-23	33	1
24	COc1ccc(CNC(=O)C2CCN(C(=O)c3cccc(Cl)c3)CC2)cc1	4	2	0	2	4
25	CC(=O)Nc1ccc(S(=O)(=O)Nc2nc(C)nc3sc4c(c23)CCC4)cc1	11	-1	3	-1	1
26	CCN(CC)c1ccc(NC(=O)c2ccc(=O)[nH]c2)cc1S(=O)(=O)Nc1ccccc1OC	3	-5	50*	-2	5
27	CNC(=O)c1ccc(NC(=O)Nc2ccccc2)cc1	-3	-1	-16	-4	-7
28	CCOc1ccc(S(=O)(=O)NC(C)C(=O)NCc2ccncc2)cc1 (stereo unspecified)	-12	3	0	2	8
29	O=C(Nc1ccc(CN2CCOCC2)cc1)c1ccccc1F	0	-4	-25	2	-9
30	NS(=O)(=O)c1ccc(CNC(=O)c2ccc(NS(=O)(=O)c3ccc4[nH]c(=O)[nH]c4c3)cc2)cc1	1	5	21	-5	-3

cpd	EBI2 block	CHOP UPR activ	tim23-1 inh	UPR XBP1 act
21	-1	1.1	14	-1
22	-11	1.1	-15	-1
23	12	0.9	35	2
24	8	-0.4	4	-2
25	0	-1.2	12	-4
26	6	0.0	3	1
27	3	5.9	2	1
28	-1	-0.6	15	-3
29	-4	1.6	2	0
30	-9	1.9	1	-1

Three compounds already listed, sorted by the number in APJ antag, highest first.
item	canonical_smiles	APJ antag
18	O=c1c(Cc2ccc(Cl)cc2Cl)c(O)ccn1CC(F)(F)F	-1
27	CNC(=O)c1ccc(NC(=O)Nc2ccccc2)cc1	-3
22	CCCc1c(C(=O)N/N=C/c2ccco2)nnn1-c1nonc1N	-10

Carrying on:
cpd	Compound	APJ antag	APJ agonist	Mdm2-MdmX inh	CCR6 antag	CXCR6 block
31	Clc1ccccc1CNCC1CCCO1 (stereo unspecified)	7	-3	11	9	-8
32	Cn1c2ccccc2n2c(=O)c(=O)n(CC(=O)c3ccc(F)cc3)nc12	-10	1	22	-5	3
33	COc1ccc(N2C(=O)CN=C2Nc2nc(C)cc(C)n2)cc1OC	0	-2	-3	-6	-1
34	CN(C)S(=O)(=O)c1ccc(N2CCCC2)c(C(=O)OCC(=O)NC2(C#N)CCCCC2)c1	2	6	10	-7	0
35	CCN(CC)CCN(Cc1cc2cc3c(cc2[nH]c1=O)OCCO3)C(=S)NC	12	-2	24	12	3
36	Cc1sc2nc(CSc3ccccc3)nc(N3CCOCC3)c2c1C	19	-2	-2	29	8
37	CCOc1ccccc1OCc1nn2c(COc3ccccc3)nnc2s1	24	-4	6	2	10
38	Cc1cccc(-n2ccnc2CN2CCC(CO)(Cc3ccccc3)CC2)c1	-13	-3	18	10	2
39	CS(=O)(=O)c1ccc(C(=O)Nc2ccc(N3CCCCC3)cc2)c(Cl)c1	4	3	5	10	-2
40	CCCC[C@@H]1CCCO[C@@](C(=O)NCc2ccc(C)o2)(C(F)(F)F)C1	25	-4	-3	14	0

cpd	EBI2 block	CHOP UPR activ	tim23-1 inh	UPR XBP1 act
31	-3	-2.6	6	-2
32	-2	-0.5	-7	-2
33	-3	-1.8	-3	-1
34	6	-0.4	19	-2
35	-1	0.5	4	-1
36	18	-2.1	25	3
37	31	-1.3	22	-1
38	5	2.1	6	-2
39	-2	-1.4	3	-3
40	-11	1.5	27	-3

3 entries from above, reformatted:
Order of values – APJ antag | APJ agonist | Mdm2-MdmX inh | CCR6 antag | CXCR6 block | EBI2 block | CHOP UPR activ | tim23-1 inh | UPR XBP1 act
[31] Clc1ccccc1CNCC1CCCO1 (stereo unspecified)
→ 7 | -3 | 11 | 9 | -8 | -3 | -2.6 | 6 | -2
[32] Cn1c2ccccc2n2c(=O)c(=O)n(CC(=O)c3ccc(F)cc3)nc12
→ -10 | 1 | 22 | -5 | 3 | -2 | -0.5 | -7 | -2
[33] COc1ccc(N2C(=O)CN=C2Nc2nc(C)cc(C)n2)cc1OC
→ 0 | -2 | -3 | -6 | -1 | -3 | -1.8 | -3 | -1

Continued:
cpd	Compound	APJ antag	APJ agonist	Mdm2-MdmX inh	CCR6 antag	CXCR6 block
41	COc1ccccc1N1CCN(C(=O)CCn2c(=O)[nH]c3ccsc3c2=O)CC1	15	-4	21	-2	1
42	CCOc1ccc(/C(O)=C2/C(=O)C(=O)N(CCOCCO)C2c2ccccn2)cc1 (stereo unspecified)	11	1	18	0	-3
43	CN(C(=O)Cn1nnc(-c2cccc(C(F)(F)F)c2)n1)C1CCCCC1	1	-5	38	5	-8
44	O=C1CCCc2c1[nH]c1ccc(Br)cc21	6	-1	25	-9	-6
45	O=c1cc2ncc(-c3[nH]ncc3[N+](=O)[O-])cn2[nH]1	6	-2	10	19	8
46	COc1ccc(OCCSCc2nnc(NC(=O)Nc3ccc(Cl)cc3)s2)cc1	-14	2	63*	-1	-14
47	CCN(CC)CP(=O)(c1ccccc1)c1ccccc1	-16	-4	15	-4	1
48	CCN(c1ccccc1)S(=O)(=O)c1ccc(C(=O)NCCc2ccc(S(N)(=O)=O)cc2)cc1	15	-4	-7	-1	-7
49	CC(C)(C)c1ccc(COC(=O)Nc2ccc(F)cc2)cc1	-3	-3	-17	3	-9
50	CCc1ccc(CNC(=O)c2nn(C)c3c2CS(=O)(=O)c2ccccc2-3)cc1	13	-6	20	15	2

cpd	EBI2 block	CHOP UPR activ	tim23-1 inh	UPR XBP1 act
41	-3	0.2	0	-2
42	-11	2.3	-5	-1
43	10	-2.1	14	-2
44	3	-1.3	35	-1
45	1	-0.3	7	-3
46	3	2.1	-1	-1
47	2	-1.5	-5	0
48	-3	-0.9	2	-2
49	-5	1.1	8	-2
50	5	1.0	32	-1

Down the list, from the results shown.
EBI2 block, compounds 41–49, in order: -3, -11, 10, 3, 1, 3, 2, -3, -5

(continued)
cpd	Compound	APJ antag	APJ agonist	Mdm2-MdmX inh	CCR6 antag	CXCR6 block
51	COC(=O)C(Cc1ccc(OC(=O)c2ccc(C)cc2)cc1)N1Cc2ccccc2C1=O (stereo unspecified)	9	-4	9	-5	15
52	COc1cc(OC)c(-n2c(C)cc(C=O)c2C)cc1Cl	27	0	6	-11	3
53	N#C/C(=C\c1ccc(F)c(Cl)c1)S(=O)(=O)c1ccccn1	11	3	5	4	1
54	O=c1cc(N2CCN(Cc3ccccc3)CC2)[nH]c(=O)n1Cc1ccc(F)cc1	-17	0	-16	9	8
55	CCOc1ccc(C(=O)c2nc3c(n2O)CCCCC3)cc1	-1	-4	-16	-12	-7
56	O=C(NCC1CCCO1)c1cc(-c2ccccc2)on1 (stereo unspecified)	11	5	-43	4	-7

cpd	EBI2 block	CHOP UPR activ	tim23-1 inh	UPR XBP1 act
51	-2	5.2	13	2
52	1	-1.4	23	-1
53	-11	1.6	18	-2
54	-7	-0.7	-6	-3
55	-2	1.6	10	2
56	-9	4.4	2	4

Screens as filed in PubChem.
